Source: PubChem
TAAR1 ag: agonists of human TAAR1; Q96RJ0; CHO RD-HGA16 TAAR1, Fluo-8 calcium fluorescence; vehicle wells 0%, saturating PEA agonist 100%; activation, % at 3 µM; 0.99% of 360,000 active; AID 624467;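 active = activation above the mean activation of all test compounds in the run plus 3 SD, cut at about 38% in these data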
Target sequence (Q96RJ0 whole entry, looked up): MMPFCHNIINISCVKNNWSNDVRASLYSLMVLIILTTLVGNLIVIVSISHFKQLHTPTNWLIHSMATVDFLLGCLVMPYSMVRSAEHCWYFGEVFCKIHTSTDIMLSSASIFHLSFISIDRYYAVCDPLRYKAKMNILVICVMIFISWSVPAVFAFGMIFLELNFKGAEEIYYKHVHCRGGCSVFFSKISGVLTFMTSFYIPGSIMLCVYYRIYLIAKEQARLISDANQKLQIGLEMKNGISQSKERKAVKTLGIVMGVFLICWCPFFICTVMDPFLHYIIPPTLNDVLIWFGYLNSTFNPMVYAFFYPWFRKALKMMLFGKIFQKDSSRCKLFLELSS
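Assay system – CHO-derived RD-HGA16 cells with stable Gα16 and human TAAR1 · Compound dosing – one-point dosing at 3 µM (nominal) · Incubation – 17-24 h seeding, 75 min 37 °C dye, 30 min RT · Measured by – kinetic Fluo-8 calcium fluorescence · Control set – DMSO vehicle as 0%, PEA at EC100 as 100% · Repeats – single well for each compound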
Numbers without * were called inactive. Only part of the results is shown; the hit share may differ from the screen's.

SMILES | TAAR1 ag
CC(=O)Nc1ccc(S(=O)(=O)N2C(=O)c3cccc4cccc2c34)cc1 | 13
Cn1c(SCC(=O)NCc2ccc(F)cc2)nc2c([nH]c3ccccc32)c1=O | -2
CCO[C@@H]1OC(C(=O)N2CCN(Cc3ccc4c(c3)OCO4)CC2)=C[C@H](c2ccc3c(c2)OCO3)[C@H]1CCCO | 11
COC(=O)[C@@]1(Cc2ccc(OC)cc2)[C@H]2c3cc(C(=O)N4CCCC4)n(Cc4ccc(OC)c(OC)c4)c3C[C@H]2CN1C(=O)c1ccccc1 | 29
Cn1c(N)c(C(=O)Nc2ccccc2)c(=O)[nH]c1=O | 1
c1ccc(C(c2ccccc2)N2CCN(c3nc4ccccc4n4cnnc34)CC2)cc1 | 4
Fc1ccc2cnc(-c3ccsc3)cc2c1 | -3
CCNC(=O)N(C)[C@H]1C[C@@H](c2ccccc2)N(C(C)=O)C[C@H]1CO | 2
COC(=O)C1=C(C)NC(=S)NC1c1cccc(OC)c1 (stereo not given) | 0
COC(=O)c1cc2c(c3c4cc(F)ccc4n(S(=O)(=O)c4ccccc4)c13)C(=O)N(Cc1ccccc1)C2 | -2
CC(=O)N1C[C@@H](CO)[C@@H](N(C)C(=O)/C=C/c2ccccc2)C[C@H]1c1ccccc1 | 0
O=C(NN=Cc1ccccc1O)C(=O)Nc1ccc(F)cc1 | 1
COc1ccccc1Cc1c(-c2ccc(C)cc2)nc2ccc(C)cn12 | 1
Cc1ccccc1C(=O)N[C@@H](Cc1cccnc1)C(=O)N1CCC[C@H]1C(=O)NCCc1ccccc1Cl | 41*
C=CCN1CC(COc2ccc(OC)cc2)OCCS1(=O)=O (stereo not given) | 1
COc1ccc2c(c1)[C@@]1(OCCC=C[C@H]1C)C(=O)N2Cc1ccc(Br)cc1 | 2
CN1C(=O)c2ccccc2C(C(=O)NCCCN2CCCC2=O)C1c1c[nH]c2ccccc12 (stereo not given) | 21
COc1cccc(Cn2c(NCc3ccco3)nc3c2c(=O)n(C)c(=O)n3C)c1 | 11
Cc1ccc(OCc2ccc(Br)cc2)c([N+](=O)[O-])n1 | -1
CCCCc1c(-c2ccccc2OC)ncn1Cc1cccc(F)c1F | 3
Cc1cccc(N=Nc2c(C)[nH]n(C(N)=S)c2=O)c1C | 2
COc1cc2nc(-c3ccccc3)nc(N3CCCC3)c2cc1OC | 6
CN(c1cccnc1)c1ccc(NC(=O)Cc2c[nH]c3ccccc23)cc1-c1ccc(F)c(F)c1 | 7
COc1ccc(C2CC(=O)C(c3ccc(Cl)c(Cl)c3)=CN2Cc2ccccc2)cc1 (stereo not given) | 5
Cc1ccc(NC(=O)NNC(=O)CSC2CCc3ccccc32)c(C)c1 (stereo not given) | -2
SMILES | TAAR1 ag
COC(=O)c1cc2c(c3c4cc(C)ccc4n(C(=O)c4ccccc4)c13)C(=O)N(Cc1ccccc1)C2 | 8
C[C@H](O)[C@@H]1C(=O)N2CCc3c([nH]c4cccc(-c5ccccc5)c34)[C@@H]2C[C@@H]1N(C)CC1CCCCC1 | 1
C=CC(=O)Nc1cccc(Oc2nc(Nc3ccc(N4CCN(C)CC4)cc3OC)ncc2Cl)c1 | 8
O=C(NCc1ccccc1)[C@H]1CCCN1C(=O)[C@H]1CCCN1C(=O)N1CCOCC1 | 2
C=CCN(CC=C)C[C@@H]1CSCCS(=O)(=O)N1 | 2
O=C(Nc1nc2ccccc2s1)c1ccc2c(c1)S(=O)(=O)c1ccccc1C2=O | 2
Cc1ccc(C2=NN=C(NC(=O)CSc3nc(C)cc(C)n3)SC2)cc1 | 1
COc1ccccc1CNc1ccc2c(c1)OC[C@H](CC(C)C)NS2(=O)=O | 4
COC(=O)C1=C(C)N(Cc2cccc(C(F)(F)F)c2)C(=NCc2ccccc2C(F)(F)F)NC1c1ccccc1C(F)(F)F (stereo not given) | -1
COc1ccc(-n2cc(CNCCc3cscn3)c(-c3ccccc3Cl)n2)cc1 | 21
C[C@@H]1ON(C)[C@H]2C[C@H]3c4[nH]c5c(-c6ccc(F)cc6)cccc5c4CCN3C(=O)[C@@H]12 | 3
COc1ccc([C@H]2C=C3CN(C(=O)OC(C)(C)C)S(=O)(=O)[C@H]3C[C@H]2OC(=O)c2cccs2)cc1 | -1
Cc1c(COC(=O)NC(C)C)c(COC(=O)NC(C)C)c2n1CS(=O)(=O)C2 | 0
C#CCNC(=O)c1cc2cccnc2nc1N | 0
CCOC(=O)N1CCC(N(CCN(C)C)C(=S)Nc2ccc(OCC)cc2)CC1 | -2
CCCc1ccc(-c2cc(NC(=O)Cc3c[nH]c4ccccc34)ccc2Nc2cccnc2)cc1 | -1
C#CCN1C(=O)[C@]2(OC[C@@H]3Cc4ccccc4[C@@H]3C=C2C)c2ccccc21 | 1
COC(=O)C1=C(C)N(C)C(=NCC2CC2)NC1c1ccccc1C(F)(F)F (stereo not given) | 1
O=C(N[C@@H](Cc1cccnc1)C(=O)N1CCC[C@H]1C(=O)NCCc1ccccc1Cl)c1ccc(Cl)c(Cl)c1 | 71*
COc1ccc(NC(=O)c2cccc(C(=O)Nc3ccc(OC)cc3)n2)cc1 | 0
C[C@H]1CN(C(=O)OC(C)(C)C)CCN1c1ccc(N2CCS(=O)(=O)CC2)c(C#N)c1 | 21
CC[C@H](NC(=O)[C@H]1O[C@@H](n2cnc3c(=O)[nH]c(N)nc32)[C@H](O)[C@@H]1O)c1ccccc1 | 1
O=C1NC(Cc2ccccc2)c2nc3ccc(Br)cc3c(=O)n2-c2cc(Cl)ccc21 (stereo not given) | -1
COc1ccc(CCN(C)C(=O)c2ccc(S(=O)(=O)Nc3ccccc3C)cc2)cc1OC | 2
CN(C(=O)Cn1nnc(-c2cccnc2)n1)C1CCCCC1 | 2
SMILES | TAAR1 ag
Cc1ccc(-n2c(=O)c3sccc3n(Cc3cc(=O)n4ccccc4n3)c2=O)cc1F | -1
CC[n+]1c(/C=C/C=C/N(C(C)=O)c2ccccc2)sc2cc(OC)ccc21 | 12
Nc1ccc2nc(-c3ccc(-c4nc5ccc(N)cc5[nH]4)cc3)[nH]c2c1 | -1
CC1(C)CC(=O)C=C(c2ccccc2-c2cccc(C(N)=O)c2)C1=O | 1
COC(=O)C1=C(C)N(Cc2ccc(Cl)cc2)C(=S)NC1c1cccc(Br)c1 (stereo not given) | 0
Cc1cccc(C)c1NC(=O)C(CCc1ccccc1)N1CCN(CCN(C)C)CC1 (stereo not given) | 1
O=C(NC1CC1)c1ccc2c(c1)S(=O)(=O)c1cc(Cl)ccc1C2=O | 6
CCN(CC)CCN(C(=O)c1ccc(N2C(=O)CCC2=O)cc1)c1nc2cc3c(cc2s1)OCO3 | 2
O=C(NC(CC1=CCCCC1)c1ccccc1)C(F)(F)F (stereo not given) | -2
COC(=O)C1=C(C)N(Cc2ccccc2C(F)(F)F)C(=NCc2ccc3c(c2)OCO3)NC1c1ccc(F)cc1 (stereo not given) | 22
CN1CCN(C(=O)CN(c2ccccc2)S(=O)(=O)N(C)C)CC1 | 1
OC(c1ccccc1)(c1ccccc1)C1CCN(CCCOc2ccc(-c3ccc(F)cc3F)cc2)CC1 | 35
Cc1c(C2(O)CCCCC2)[nH]c2ccccc12 | 1
COC(=O)C1=C(C)N(Cc2ccc(F)cc2)C(=S)NC1c1cccc(OC)c1 (stereo not given) | -1
Cc1ccc(-n2c(SCC(=O)Nc3cccc(C)c3)nc3c(oc4ccccc43)c2=O)cc1 | 2
COC(=O)C1=C(C)N(Cc2ccc(C(F)(F)F)cc2)C(=NCc2ccccc2C(F)(F)F)NC1c1ccccc1C(F)(F)F (stereo not given) | 2
C(=N\Nc1nc2ccccc2s1)/c1ccccn1 | 6
C[C@H]1[C@H](c2ccccc2)Oc2cccc(NCCc3ccccc3)c2S(=O)(=O)N1Cc1cccc(Cl)c1 | 40*
C=CC(=O)NC1CCCCN(C)C1=O (stereo not given) | 1
O=S1(=O)CCSC[C@@H](CN2CCOCC2)N1 | 2
COC(=O)C1=C(C)N(Cc2ccccc2C(F)(F)F)C(=NCc2cccc(C(F)(F)F)c2)NC1CCc1ccccc1 (stereo not given) | 2
O=C(Nc1ccccc1Cl)C1CC(=O)n2c(nc3ccccc32)N1 (stereo not given) | 2
Cc1ccc(-c2csc(N3C(=N)SCC3=O)n2)cc1 | -1
COC(=O)[C@@]1(Cc2ccc(F)cc2)[C@H]2c3cc(C(=O)N4CCCC4)n(CCO)c3C[C@H]2CN1C(=O)c1ccccc1 | 8
COc1cc(/C=C2\SC(=Nc3ccc(O)cc3)NC2=O)cc(OC)c1OC | 0
SMILES | TAAR1 ag
COC(=O)[C@@]1(Cc2ccc(F)cc2)[C@H]2c3cc(C(=O)N4CCCC4)n(CCc4ccccn4)c3C[C@H]2CN1C(=O)c1ccccc1 | 88*
COC(=O)C1=C(C(=O)OC)[C@@H]2Nc3ccccc3[C@@]23C[C@@H](C(=O)OC)N(C(=O)NC2CCCCC2)C3=N1 | 1
Nc1ccn([C@@H]2O[C@H](C(=O)N[C@H](Cc3ccccc3)C(=O)N3CCN(C(=O)N4CCOCC4)CC3)[C@@H](O)[C@H]2O)c(=O)n1 | 0
CCCCN1c2cc(C)c(O)cc2C(C(=O)OCC)C1C (stereo not given) | 0
COC(=O)c1cc2c(c3c4cc(F)ccc4n(S(=O)(=O)c4ccccc4)c13)C(=O)N(Cc1ccccc1OC)C2 | 0
C=CCN1C[C@H](COC(=O)c2ccc(C)c(C)c2)Oc2cccc(F)c2S1(=O)=O | 1
COc1cc(CCC(C)=O)ccc1OC(=O)c1c(-c2c(F)cccc2Cl)noc1C | 1
Cc1cc(N2CCN(C(=O)OC(C)(C)C)C[C@H]2C)ccc1N1CCS(=O)(=O)CC1 | 2
Cc1ccccc1NC(=O)c1ccc(Cl)c(NC(=O)c2cccnc2)c1 | 7
Nc1[nH]c(C(=O)c2ccccc2)c(-c2cccc3ccccc23)c1C(=O)c1ccc(Br)cc1 | 3
C[C@@H]1CN([C@H](C)CO)C(=O)c2ccccc2-c2ccccc2CO[C@@H]1CN(C)C(=O)Nc1ccccc1 | 0
CNC(=S)N(Cc1ccc(OC)cc1)C1CC(=O)N(c2ccc(C(=O)OC)cc2)C1=O (stereo not given) | 7
COC(=O)c1ccc(C23CC4(C2)[C@H](CN(Cc2ccc(-c5ccccc5)cc2)[C@@H]4c2ccccc2)C3c2ccc(Cl)nc2)cc1 (stereo not given in full) | 1
CCCn1cc(C(=O)Nc2ccc(Oc3cccnc3)cc2)c2ccccc21 | 0
C[C@H]1CN(C(=O)OC(C)(C)C)CCN1c1ccc(N2CC[C@H](O)C2)c(C#N)c1 | 8
CCCCCCCCN1C(=O)[C@@H](CC(=O)N2CCN(C(=O)C3CC3)CC2)C[C@@]2(C(=O)OC)C1=C[C@H](C1CCCC1)O[C@@H]2C | -2
COC(=O)[C@]12C[C@H](CC(=O)N3CCN(C(=O)c4ccco4)CC3)C(=O)N(CCC3=CCCCC3)C1=C[C@H](C(C)(C)C)O[C@@H]2C | -2
Cc1ccc(Cn2nc(C)c(NC(=O)c3cc(-c4ccc5c(c4)OCO5)on3)c2C)cc1 | 8
Cc1[nH]nc2c1C(c1ccc(F)cc1)N(c1ccccc1)C2=O (stereo not given) | 1
COC(=O)[C@]12C[C@H](CC(=O)NCc3cccc4ccccc34)C(=O)N(Cc3ccccc3)C1=C[C@H](C(C)(C)C)O[C@@H]2C | 1
O=C(CN1CCN(c2ccccn2)CC1)Nc1cccc(F)c1 | 0
COC(=O)C1=C(C)N(Cc2cccc(C(F)(F)F)c2)C(=NCc2ccc(OC)cc2)NC1c1ccccc1C(F)(F)F (stereo not given) | 6
COC(=O)C1=C(C)N(C)C(=NCc2ccc(C(F)(F)F)cc2)NC1c1ccc(C(F)(F)F)cc1 (stereo not given) | 20
O=C(NCc1ccccc1)[C@@H]1CCCN1C(=O)[C@H]1CCCN1C(=O)c1cc(F)cc(F)c1 | 1
CC1CCN(S(=O)(=O)c2ccc3nc(N4CCN(c5ccccc5)CC4)ccc3c2)CC1 | 2

Next section, starting with the last seven of the part before.
SMILES | TAAR1 ag
Cc1[nH]nc2c1C(c1ccc(F)cc1)N(c1ccccc1)C2=O (stereo not given) | 1
COC(=O)[C@]12C[C@H](CC(=O)NCc3cccc4ccccc34)C(=O)N(Cc3ccccc3)C1=C[C@H](C(C)(C)C)O[C@@H]2C | 1
O=C(CN1CCN(c2ccccn2)CC1)Nc1cccc(F)c1 | 0
COC(=O)C1=C(C)N(Cc2cccc(C(F)(F)F)c2)C(=NCc2ccc(OC)cc2)NC1c1ccccc1C(F)(F)F (stereo not given) | 6
COC(=O)C1=C(C)N(C)C(=NCc2ccc(C(F)(F)F)cc2)NC1c1ccc(C(F)(F)F)cc1 (stereo not given) | 20
O=C(NCc1ccccc1)[C@@H]1CCCN1C(=O)[C@H]1CCCN1C(=O)c1cc(F)cc(F)c1 | 1
CC1CCN(S(=O)(=O)c2ccc3nc(N4CCN(c5ccccc5)CC4)ccc3c2)CC1 | 2
O=C(NCCc1ccccc1)c1ccccc1NC(=O)C1CCCCC1C(=O)O (stereo not given) | 3
O=C(/C=C(\Nc1ccc(Cl)c(Cl)c1)c1ccccc1)c1ccccc1 | -1
O=C(NCc1ccccc1)[C@@H]1CCCN1C(=O)[C@H]1CCCN1C(=O)c1cccs1 | 2
C[C@H](CO)N1C[C@H](C)[C@@H](CN(C)C(=O)Cc2ccccc2)OCc2cn(nn2)CCCC1=O | 4
C/C=C\C(=O)Nc1cccc(C2=NOC3(C2)C[C@@H](C(N)=O)N(C(=O)c2ccc(OC)cc2)C3)c1 (stereo not given in full) | 16
COC(=O)c1cc2c(c3c4ccccc4n(S(=O)(=O)c4ccccc4)c13)C(=O)N(Cc1ccco1)C2 | 0
Nc1[nH]c(=O)ncc1-c1ccc([N+](=O)[O-])cc1 | 2

Two neighbouring records from above:
SMILES | TAAR1 ag
COC(=O)c1cc2c(c3c4ccccc4n(S(=O)(=O)c4ccccc4)c13)C(=O)N(Cc1ccco1)C2 | 0
Nc1[nH]c(=O)ncc1-c1ccc([N+](=O)[O-])cc1 | 2
